Source: PubChem
TcdB GH inh: blocks C. difficile toxin B glycohydrolase activity. TcdB glycohydrolase enzymatic assay, plate reader. P18177. AID 652162. inhibition, % at 9.99 µM. hit rate 0.24% among 350,000; in the data active = inhibition above about 10%
CCHF vOTU inh: CCHFV vOTU protease inhibition | Pep-AMC fluorescence | inhibition, % at 11.5 µM | hit rate 0.55% among 370,000 | AID 651958; in the data active = inhibition above about 30%; also: 0% = vehicle wells with enzyme and 100% = no enzyme wells
SARS 3CLpro inh: SARS-CoV 3CLpro protease inhibition; P0C6X7; hit rate 0.14% among 290,000; recombinant SARS-CoV 3CLpro, quenched FRET peptide cleavage; inhibition, % at 6 µM; in the data active = inhibition above about 12%
Vc quorum ag: quorum light induction in luxS cqsA deficient V. cholerae. hit rate 0.16% among 350,000. V. cholerae BH1578 lux reporter, luminescence, 6 h. activation, % at 18.7 µM; in the data active = activation mostly above about 9.7%, no sharp cut-off; also: not every result past the cut was called active; inactives centre near 0; reference of the scale not given here
Rv3671c protease: inhibitors of M. tuberculosis serine protease Rv3671c. hit rate 0.048% among 320,000. inhibition, % at 5.96 µM; in the data active = inhibition above about 38%;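 also: extracellular domain of Rv3671c used as enzyme; 0% = enzyme with DMSO and 100% = no enzyme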
Target sequence (P9WHR9 whole entry, looked up, the tested form may be a part): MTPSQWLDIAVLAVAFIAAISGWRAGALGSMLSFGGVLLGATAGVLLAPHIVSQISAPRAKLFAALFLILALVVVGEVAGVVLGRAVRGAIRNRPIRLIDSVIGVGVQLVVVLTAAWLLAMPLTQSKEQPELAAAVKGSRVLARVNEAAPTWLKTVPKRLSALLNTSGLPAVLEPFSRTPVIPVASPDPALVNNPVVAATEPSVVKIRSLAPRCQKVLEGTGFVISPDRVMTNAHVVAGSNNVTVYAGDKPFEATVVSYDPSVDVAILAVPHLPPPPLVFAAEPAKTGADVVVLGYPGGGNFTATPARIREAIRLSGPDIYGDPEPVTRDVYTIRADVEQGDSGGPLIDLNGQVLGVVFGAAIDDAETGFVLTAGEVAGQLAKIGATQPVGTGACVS
PrPC surface inh: inhibitors of human cell surface prion protein PrPC; P04156; TR-FRET read-out; inhibition, % at 13.8 µM; hit rate 0.43% among 370,000; AID 720596; in the data active = inhibition above about 24%; also: 0% = median of the test wells and 100% = reference compound wells
PriA SSB inh: inhibitors of Klebsiella pneumoniae PriA binding to SSB C-terminal tail. AlphaScreen SSBct-PriA binding, biotinylated peptide. inhibition, % at 33 µM. hit rate 0.6% among 430,000. AID 1272365; in the data active = inhibition mostly above about 37%, no sharp cut-off; inactive = mostly below about 20%;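 also: plate controls were negative control peptide for no effect and reference peptide for full effect; strong numbers were not always called active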
VHR inh abs: blocks human VHR1 dual specificity phosphatase. P51452. recombinant VHR phosphatase, pNPP absorbance. inhibition, % at 13.3 µM. hit rate 0.52% among 290,000; in the data active = inhibition above about 50%; also: some compounds called inactive have numbers as strong as hits
Target sequence (P51452 whole entry, looked up): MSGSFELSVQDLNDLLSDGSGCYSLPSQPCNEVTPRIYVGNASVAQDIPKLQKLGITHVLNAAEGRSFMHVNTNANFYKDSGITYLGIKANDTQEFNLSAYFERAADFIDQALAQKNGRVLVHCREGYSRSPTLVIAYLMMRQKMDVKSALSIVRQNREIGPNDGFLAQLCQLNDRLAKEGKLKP
Yp Topo-I inh: Y. pestis Topo-I inhibition via cleavage products | Y. pestis Topo-I cleavage product accumulation, plate reader | activity, % at 10 µM | hit rate 0.064% among 360,000 | AID 504884; in the data active = activity above about 50%, passing the limit was not always enough; also: inactives centre near 2
MazF activator: activators of E. coli MazEF toxin-antitoxin RNase; P0AE70; FAM/BHQ RNA-DNA oligo cleavage fluorescence, 5 h; activation, % at 20 µM; hit rate 0.32% among 350,000; in the data active = activation above about 50%
Target sequence (P0AE70 whole entry, looked up): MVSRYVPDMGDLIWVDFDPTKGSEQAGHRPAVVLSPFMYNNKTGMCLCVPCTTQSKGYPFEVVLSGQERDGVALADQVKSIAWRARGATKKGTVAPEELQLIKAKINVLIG
An asterisk follows results filed as active; i = inactive; / = not tested or not shown; & = joins results of further samples; ! = repeats disagree. Some of the compounds tested; rates above refer to the full screens.

cpd	Molecule	TcdB GH inh	PrPC surface inh	CCHF vOTU inh	Rv3671c protease	SARS 3CLpro inh	VHR inh abs	Yp Topo-I inh	Vc quorum ag	PriA SSB inh	MazF activator
1	COC(=O)C1=NNC2(c3ccc(Cl)cc3)C(=O)N(c3ccccc3)C(=O)C12 (stereo unspecified)	0.8	6	-8	-2	-1	13	-6	-0.1	1	-1
2	CCOC(=O)/C=c1\s/c(=C\c2ccc(-c3ccccc3)cc2)c(=O)n1CC(=O)NCc1ccc2c(c1)OCO2	0.6	-4	10	-12	-1	5	-4	-0.2	/	-30
3	COc1ccc(/C=N/NC(=O)c2ccncc2)c(C(=O)O)c1OC	1.1	-6	12	-1	1	-8	14	i	i	8
4	C=CCNC(=S)NCc1cccnc1	1.1	-5	5	11	-2	5	3	-0.4	-3	8
5	COc1ccc(C(=O)Nc2ccc(NC(=O)c3ccco3)c(Cl)c2)cc1OC	/	-2	0	-8	-10	16	3	i	-4	3
6	COc1ccc(S(=O)(=O)N(CC(=O)NCc2cccnc2)C2CCCCC2)cc1OC	0.2	3	1	1	-2	14	8	-0.3	-4	5
7	Cc1ccc(S(=O)(=O)Nc2ccc(O)c3ncccc23)cc1	-6.3	2	-6	7	8	6	3	-0.4	46*!	7
8	CCCCCN(C(=O)CCC(=O)OCc1cc(C)ccc1C)c1c(N)n(CCCC)c(=O)[nH]c1=O	0.9	-1	0	0	/	/	12	-1.5	-6	-6
9	COc1ccc(C(N)c2csc(Nc3ccc(C(=O)c4ccccc4)cc3)n2)cc1 (stereo unspecified)	0.2	16	-5	/	/	/	-17	i	/	/
10	Cc1ccc(N2CN(S(=O)(=O)c3cccc([N+](=O)[O-])c3)c3nc4ccccc4nc32)cc1	1.2	-1	0	-4	-6	5	9	i	7	-1
11	O=C(Nc1ccc(Cl)c(Cl)c1)OCc1cnc(Cl)s1	/	-4	9	-15	-3	-2	-8	i	3	17
12	Cc1cc(-c2nc3ncccc3o2)ccc1NC(=O)c1ccc([N+](=O)[O-])o1	1.2	2	1	/	/	/	5	i	-4	-16
13	Cc1ccc(C(C(=O)NC(C)(C)C)N(C(=O)c2csnn2)c2ccccc2F)o1 (stereo unspecified)	/	2	-3	3	0	7	10	-0.5	-15	3
14	CC#C[C@@H](CC)c1ccc2ccn(C)c2c1	-1.1	1	-32	-2	/	/	0	0.6	-28	-17
15	CC(=O)NCCC1CCCCN1Cc1nc(Cc2cccc(C(F)(F)F)c2)no1 (stereo unspecified)	-1.8	7	6	-1	1	14	-17	-0.4	-6	1
16	Cc1cc(C)nc(SCc2ccc([N+](=O)[O-])cc2)n1	0.3	-13	-5	4	1	12	2	-0.2	-6	2
17	CC(C)(C)C(=O)NC(NC(=S)Nc1sc2c(c1C#N)CCCC2)C(Cl)(Cl)Cl (stereo unspecified)	/	2	15	-20	4	6	-9	i	11	6
18	CNC(=O)COC(=O)c1cc(SC)ccc1Cl	1.3	7	4	-4	3	0	2	1.6	5	6
19	O=C(COc1ccccc1O)N1CCN(C(=O)c2ccco2)CC1	/	-3	2	0	5	36	-10	-0.4	-10	2
20	O=C1c2ccccc2C(=O)N1Cc1nc2ccccc2c(=O)n1-c1ccc(Br)cn1	/	0	9	6	-4	12	12	i	-6	-6
21	O=C(NCc1ccco1)c1cccc(Nc2nc3ccc(Br)cc3[nH]2)c1	0.4	2	19	40*	2	-7	-18	i	0	11
22	O=C1C2C3C=CC(C3)C2C(=O)N1c1cccc(N2C(=O)C3C4C=CC(C4)C3C2=O)n1 (stereo unspecified)	/	-1	9	3	0	-5	4	-2.6	-4	-6
23	COCC1=C(C(=O)OC)C(c2cccs2)n2ncnc2N1 (stereo unspecified)	1.7	-1	-13	7	0	4	4	-0.3	-3	9
24	COc1cc(NC(=O)c2ccco2)c(OC)cc1NC(=O)Nc1ccccc1Cl	1.0	-3	1	1	1	-4	1	-0.4	5	5
25	COc1ccc(NC(=O)N(C)C[C@H]2Oc3ncc(Br)cc3C(=O)N([C@H](C)CO)C[C@@H]2C)cc1	0.6&-0.2	2	-1	/	/	/	-2	i	/	2
26	COc1ccc(OC)c(C(=O)N(C[C@H]2CC[C@@H]([C@@H]3CC[C@H](CO)O3)O2)C(C(=O)NC(C)(C)C)c2ccc(-c3ccccc3)cc2)c1 (stereo partly specified)	0.8	-7	20	/	/	/	21	i	-9	-2
27	O=C1N2CCSC2=NC1(Nc1nccs1)C(F)(F)F (stereo unspecified)	/	-1	-3	-1	-2	-15	-3	i	-12	5
28	COc1ccc(S(=O)(=O)Nc2cccc3c2O[C@H](CN(C)Cc2ccc(Cl)c(Cl)c2)[C@@H](C)CN([C@H](C)CO)C3=O)cc1	1.5	22	6	-7	/	/	14	-2.4	7	-74
29	CCN(CC(=O)Nc1ccc(NC(C)=O)cc1)C(=O)C1CC1	-1.2	-3	11	/	/	/	1	-6.0	/	4
30	C=CCNC(=S)/C(=C(/[O-])c1ccccc1Br)[n+]1ccccc1	-0.9	-3	18	1	4	26	1	-0.6	15	-24
31	O=S(=O)(c1ccc(S(=O)(=O)N2CCN3CCCC3C2)cc1)N1CCCC1 (stereo unspecified)	/	1	2	-9	-3	5	-1	-4.5	-10	10
32	Cc1ccc(-c2nnc(CSc3nc4cc5c(cc4cc3C)OCO5)o2)cc1	/	3	-11	-6	2	10	-1	1.6	-10	437*
33	COc1ccc(-n2c(CN3CCOCC3)nc3ccc([N+](=O)[O-])cc3c2=O)c(OC)c1	0.3	-31	9	-2	-2	-10	-4	i	-5	-6
34	Cc1cccc(Cn2nc(C(C)(C)C)cc2C(=O)Nc2ccc(F)cc2)c1	0.5	12	23	-20	1	12	14	i	-10	4
35	Cc1ccc(-n2c(SCC(=O)NCc3ccc4c(c3)OCO4)nnc2-c2cccnc2)c(C)c1	/	0	2	/	-6	29	34	-6.2	0	10
36	CCn1c(=O)c([N+](=O)[O-])c(NCC2CCCO2)c2ccccc21 (stereo unspecified)	1.8	-3	-7	-3	-2	-4	-7	-0.9	-2	6
37	CN(CC(=O)Nc1ccccc1C(F)(F)F)C(=O)c1ccccc1Sc1ccccc1C#N	-0.3	-4	11	8	/	/	25	-0.5	-5	1
38	O=C1NC(=Nc2ccccc2)SC1Cc1ccccc1 (stereo unspecified)	2.3	9	13	-11	5	-18	-4	0.0	-9	-12
39	CCOc1cc(S(=O)(=O)n2ccc(C)n2)ccc1Br	1.6	1	8	4	2	18	-1	-0.3	-4	-5
40	CSCCC(NC(=O)c1ccco1)C(=O)Nc1ccc(C)cn1 (stereo unspecified)	1.4	6	-6	-2	/	/	9	-0.7	11	5

Four of the compounds above, with one line to a screen.
[8] CCCCCN(C(=O)CCC(=O)OCc1cc(C)ccc1C)c1c(N)n(CCCC)c(=O)[nH]c1=O
[20] O=C1c2ccccc2C(=O)N1Cc1nc2ccccc2c(=O)n1-c1ccc(Br)cn1
[2] CCOC(=O)/C=c1\s/c(=C\c2ccc(-c3ccccc3)cc2)c(=O)n1CC(=O)NCc1ccc2c(c1)OCO2
[14] CC#C[C@@H](CC)c1ccc2ccn(C)c2c1
Compound | 8 | 20 | 2 | 14
TcdB GH inh | 0.9 | / | 0.6 | -1.1
PrPC surface inh | -1 | 0 | -4 | 1
CCHF vOTU inh | 0 | 9 | 10 | -32
Rv3671c protease | 0 | 6 | -12 | -2
SARS 3CLpro inh | / | -4 | -1 | /
VHR inh abs | / | 12 | 5 | /
Yp Topo-I inh | 12 | 12 | -4 | 0
Vc quorum ag | -1.5 | i | -0.2 | 0.6
PriA SSB inh | -6 | -6 | / | -28
MazF activator | -6 | -6 | -30 | -17

New compounds follow.
cpd	Molecule	TcdB GH inh	PrPC surface inh	CCHF vOTU inh	Rv3671c protease	SARS 3CLpro inh	VHR inh abs	Yp Topo-I inh	Vc quorum ag	PriA SSB inh	MazF activator
41	Cc1cc(C)nc(SCc2cn3c(C)cccc3n2)n1	0.0	-2	-8	-1	0	9	4	i	-15	0
42	O=C(NCC1CCCO1)c1cc2nc(-c3ccco3)cc(C(F)(F)Cl)n2n1 (stereo unspecified)	1.8	-15	10	-9	-1	-27	3	i	0	6
43	C[C@H]1CN([C@@H](C)CO)S(=O)(=O)c2ccc(Br)cc2O[C@@H]1CN(C)Cc1ccccc1	1.7&0.7&-0.5	-6	11	/	/	/	42	-0.4	/	-2
44	CCOC(=O)c1c(NC(=O)CSc2nnc(Cc3ccccc3)o2)sc(C)c1C	/	5	15	-10	0	18	39	/	-22	5
45	Cn1c(=O)n(C)c2cc(NS(=O)(=O)c3ccc4c(c3)CCCC4)ccc21	/	13	12	4	-2	-11	-2	-0.3	0	7
46	COC(=O)C(C)Sc1nnc(-c2ccncc2)o1 (stereo unspecified)	-1.5	-2	4	9	-1	-16	-3	-1.2	-9	4
47	CCc1noc(C)c1C(=O)N(CC)CC(=O)Nc1cc(Cl)ccc1C	-0.2	8	11	-3	/	/	-8	-2.0	-19	-14
48	CC(C)(C)Nc1nc(OCC(F)(F)F)nc(OCC(F)(F)F)n1	/	-4	6	-2	5	2	5	i	-11	6
49	Cc1nc(SCC2(C)CC2(Cl)Cl)n[nH]1 (stereo unspecified)	1.2	-3	0	3	4	-29	5	0.4	-2	0
50	Cc1nn(CC(=O)NCCCc2ccccc2)c(=O)c2cccn12	/	/	/	0	-4	28	1	-0.5	-1	10
51	COc1cc(CCCN2CCNC[C@H]2Cc2ccc(O)cc2)cc(OC)c1OC	1.4	-7	-2	2	/	/	-2	i	-6	8
52	Cc1cccc(C(=O)NNC(=O)c2ccccc2O)c1	1.5	6	5	6	-7	32	-20	-0.4	-12	3

Sorted by count of non-hydrogen atoms (low to high): 3 of the compounds above
cpd	Molecule	TcdB GH inh	PrPC surface inh	CCHF vOTU inh	Rv3671c protease	SARS 3CLpro inh	VHR inh abs	Yp Topo-I inh	Vc quorum ag	PriA SSB inh	MazF activator
41	Cc1cc(C)nc(SCc2cn3c(C)cccc3n2)n1	0.0	-2	-8	-1	0	9	4	i	-15	0
48	CC(C)(C)Nc1nc(OCC(F)(F)F)nc(OCC(F)(F)F)n1	/	-4	6	-2	5	2	5	i	-11	6
47	CCc1noc(C)c1C(=O)N(CC)CC(=O)Nc1cc(Cl)ccc1C	-0.2	8	11	-3	/	/	-8	-2.0	-19	-14
